# AI-2 QS mod = Vibrio harveyi AI-2 quorum sensing modulators, primary screen, JMH597 strain, luminescence/OD600 ratio; 0.4% of 300,000 active; Vibrio harveyi JMH597 AI-2 luminescence/OD600 ratio, 9 h; active compounds read low; strain lacks LuxN and CqsS sensors; 0 = neutral-control median; activity change, % at 7.5 µM; in the data active = activity change below about -75%, passing the limit was not always enough; inconclusive = no clear call, values can overlap the other calls;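 note: luminescence divided by OD600 gain over 9 h not by final OD600 alone; inactives centre near 13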
# IEC-6 cytotox = cytotoxicity in IEC-6 intestinal epithelial cells, primary screen, cytotoxicity control for KLF5 inhibitor project, cell-based, luminescence | inhibition, % at 5 µM | 0.78% of 290,000 active | IEC-6 cytotoxicity, luminescence viability | AID 1825, 2009; in the data active = inhibition above about 22%;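 note: 0% = plate median of test compound wells and 100% = cytotoxic reference compound wells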
# HSF-1 act = HSF-1 activators, primary screen, NIH3T3-HGL cells, MG132 stress, luminescence, single point | AID 504408, 2011 | 1.7% of 300,000 active | NIH3T3-HGL HSF-1 luciferase reporter, 8 h; 100% = twice DMSO control signal | activation, % at 9 µM;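 active = mean replicate activation of at least 50% with a set share of replicates each reaching 50%; inconclusive = only one of those two conditions met; inactive = mean below 50% and too few replicates reaching it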;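 note: 0% = median of the neutral control wells and 100% = twice that signal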
# Platelet DG rel = inhibitors of platelet dense granule secretion, primary screen, cell-based, MLPCN, human platelets | human platelet-rich plasma, SFLLRN dense granule ATP release, luminescence | inhibition, %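 (compounds screened at 7.5 µM in platelet-rich plasma)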 | 0.22% of 300,000 active | AID 1663, 2009;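 active = mean replicate score, as percent of positive control, at or above 50; inconclusive = mean below 50 but at least one replicate at or above 50; inactive = mean and every replicate below 50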
# aSyn UTR inh = MLPCN primary screen, SNCA 5' untranslated region | alpha-synuclein 5'UTR reporter, inhibitor activity | inhibition, % (tested at 7.5 µM) | 0.82% of 300,000 active | AID 1813, 2009; in the data active = inhibition above about 60%; inconclusive = no clear call, values can overlap the other calls;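 note: H4 neuroglioblastoma cells stably carrying SNCA 5'UTR luciferase fusion; 0% = DMSO wells and 100% = positive control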
# HSP90 inh = HSP90 inhibitors, primary screen, cell lysate, luminescence | Rabbit reticulocyte lysate, luciferase refolding luminescence, 3 h | inhibition, % at 5.6 µM | 0.91% of 290,000 active | AID 1789, 2009 | Heat shock protein HSP 90 (rabbit reticulocyte lysate; luciferase refolding);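 active = inhibition above the screen-wide mean plus 3 SD, computed separately per campaign, cut at about 16% in these data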;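 note: 0% = DMSO wells and 100% = 60 µM geldanamycin wells; inhibitors lower the luminescence because luciferase stays unfolded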
# HIF activator = HIF pathway transcriptional activators, primary screen, cell-based, U2OS HRE-luciferase, luminescence; U2OS HRE-luciferase reporter; normalized: DMSO 0%, desferrioxamine 100%; activation, % at 7.5 µM (by protocol); 0.32% of 300,000 active;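 active = mean activation of at least 10% of the iron chelator positive control signal, with at least half of replicates also reaching 10%; inconclusive = mean and replicate majority disagree about reaching 10%; inactive = mean and most replicates under 10%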
# HSF1 inhib = HSF1 inhibitors in luciferase reporter cells, primary screen, cell-based, NIH3T3, luminescence; NIH3T3-HGL HSE-luciferase, MG132-induced, luminescence 8 h; active compounds read low; activity change, negative = inhibition, % at 7.5 µM (by protocol); 0.77% of 300,000 active; AID 2098, 2009;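 active = more than half of replicate wells show activity change below -50%, luminescence cut by over half; inconclusive = some wells, but at most half, below -50%; inactive = no replicate well below -50%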;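 note: luciferase reports HSF-1 transcriptional activity via heat shock element; 0% = median of DMSO wells and -100% = zero luminescence signal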
# KLF5 inh = KLF5 expression inhibitors, primary screen, DLD-1 cells, luminescence | 0.23% of 290,000 active | DLD-1 KLF5 promoter-luciferase reporter | inhibition, % at 5 µM | AID 1700, 2009;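 active = inhibition above a per-plate limit of that plate's mean compound inhibition plus 3 SD, cut at about 60% in these data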;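 note: 0% = DMSO wells and 100% = LY294002 at 200 µM; higher means less KLF5 promoter-driven luciferase light; inactives centre near -14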
# SKKanGAS inh = S. pyogenes SKKanGAS growth inhibitors in kanamycin, primary screen, streptokinase expression inhibitor project, SKKanGAS strain, BacTiter-Glo luminescence. 6 h. inhibition, % at 7.5 µM. 1.3% of 300,000 active;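 active = mean replicate score, as percent of positive control median, at least 50; inconclusive = mean below 50 but one replicate at or above 50; inactive = mean and every replicate below 50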;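 note: strain carries kanamycin resistance gene driven by streptokinase promoter and grows in 40 µg/ml kanamycin; loss of luminescence reflects streptokinase promoter inhibition or plain growth inhibition; 0% = median of DMSO wells and 100% = positive control at its reference dose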
# * marks the source's active call; other numbers are inactive results; u = inconclusive; x = no result given.
smiles,HSF1 inhib,HIF activator,HSP90 inh,AI-2 QS mod,Platelet DG rel,HSF-1 act,IEC-6 cytotox,aSyn UTR inh,SKKanGAS inh,KLF5 inh
Cc1ccc(S(=O)(=O)n2nccc2-c2c(-c3ccccc3)noc2C)cc1,6,1.5,6,22,0,13,-2,4,7,-18
O=C(O)c1ncc(-c2ccccc2)cn1,2,0.1,-1,24,13,-6,-5,15,-4,-10
O=S(=O)(c1cccs1)n1nnc2ccccc21,-8,-0.3,3,-1,2,20,0,-4,-3,-18
CCCCOC(=O)c1cc(-c2ccc(/C=N/n3cnnc3)o2)ccc1Cl,-2,0.8,-1,20,1,19,-2,-74,0,28
COc1ccc(NC(=O)N2CCC(c3nc(-c4cccs4)no3)CC2)cc1,-2,0.7,3,14,-8,-2,1,-25,-7,-24
CC(=O)N1CCN(c2ccc(NC(=O)c3cccc([N+](=O)[O-])c3)cc2)CC1,6,-0.1,-3,9,5,21,8,-26,0,-9
COc1ccc(O)c(C2=Nc3ccccc3N=C(c3cccs3)C2)c1,-63*,0.5,-5,19,-1,-72,0,6,60*,-14
Cc1cc([N+](=O)[O-])nn1CC(=O)N1c2ccccc2CC1C (centres undefined),-6,-0.5,0,2,-4,5,-6,3,-2,-9
CC(C)C(=O)OCCN=C1NS(=O)(=O)c2ccccc21,-5,-0.2,-3,5,7,-2,-1,6,4,0
O=C1CCC(C(=O)N(Cc2ccco2)C2(C(=O)NC3CCCC3)CCCCC2)N1 (centres undefined),3,0.3,2,4,7,-10,0,12,0,-25
C=CCNC(=S)N/N=C(\C)c1cccc(NC(C)=O)c1,12,0.4,1,1,3,2,5,-6,-1,-31
O=C(NC1CCCc2ccccc21)c1ccccc1 (centres undefined),0,-0.2,0,15,2,-4,-6,15,28,3
CCOc1cc(S(=O)(=O)NCCN2CCOCC2)c(C)cc1C,-3,0.2,1,17,12,10,2,19,-5,-10
CCOC(=O)c1ccc(Nc2nnc(C)c3ccccc23)cc1,3,1.1,5,14,7,17,-6,-104,-9,-32
Cc1ccc(C)c(-n2nnnc2SCC(=O)Nc2c(C)n(C)n(-c3ccccc3)c2=O)c1,3,-0.4,2,16,5,-8,-3,13,4,-50
Cc1cccc2nc(CSc3nc4ccccc4[nH]3)cn12,0,0.3,-6,u,-1,20,7,2,-5,-61
Cc1ccc(/C=N/NC(=O)CN2CCN(Cc3ccccc3)CC2)s1,6,-0.1,3,8,8,8,1,-24,-3,-17
Cc1c(S(=O)(=O)Nc2cccc3ccccc23)c(=O)n(C)c(=O)n1C,1,0.1,x,5,-23,-1,x,20,-10,x
COC(=O)c1nnn(CC(=O)NC(=O)Nc2c(C)cccc2C)c1C(=O)OC,-2,0.0,0,8,0,7,-7,-16,-4,-5
O=C(CN1C(=O)CSc2ccccc21)N1CCc2ccccc21,x,x,1,19,-1,x,4,x,2,7
c1ccc(CCc2nn3c(C4COc5ccccc5O4)nnc3s2)cc1 (centres undefined),0,0.8,-3,31,0,0,-4,-7,-8,-9
c1ccc(CN=C2NN=C(c3ccccc3)CS2)cc1,16,4.4,0,-46,0,22,-2,-182,10,-38
CC(=O)N1N=C(c2c(-c3ccccc3)c3cc(C)ccc3[nH]c2=O)CC1c1ccco1 (centres undefined),2,-0.7,-5,4,1,-1,14,9,5,-14
OC(CN1CCC(Cc2ccccc2)CC1)c1ccccc1 (centres undefined),-4,0.8,5,-2,0,-1,3,4,-3,-53
Cc1noc(C)c1C(=O)Nc1ccccn1,-7,0.0,0,-1,-3,-6,-5,-12,10,-42
O=C1Nc2ccc(S(=O)(=O)NCC3CCCO3)c3cccc1c23 (centres undefined),x,x,0,4,2,x,6,x,4,-12
O=C1N(Cc2ccccc2)c2ccccc2C12OCCO2,-2,0.5,-1,-12,3,7,5,12,-2,-46
CCc1cccc(NC(=O)C2CCCN2S(=O)(=O)c2ccc3c(c2)CC(C)N3C(C)=O)c1 (centres undefined),6,-0.5,-1,18,-4,11,-3,31,5,0
CCOC(=O)c1c(/N=C/C2=C(O)CC(C)(C)CC2=O)sc2c1CCCC2,-20,0.7,0,11,0,-12,4,23,1,-12
O=C(CCN1CCN(c2ccc(F)cc2)CC1)Nc1ccccc1F,1,-0.3,-1,26,-17,8,-1,-2,-13,2
Cc1ccc(NC(=O)C2CCN(C(=O)c3cccs3)CC2)cc1,-5,-0.3,4,14,-38,18,-4,-5,-7,12
COc1cccc(/C=N/Nc2nccnc2Cl)c1O,9,31*,55*,u,84*,17,7,90*,-9,104*
Oc1cc2ccccc2cc1-c1nnc2n1-c1ccccc1SC2,4,-0.3,0,19,8,1,0,9,11,-17
O=C(COC(=O)c1cccs1)c1ccc2ccccc2c1,-1,4.0,0,-73,5,20,1,-121,9,-55
CC(C)C(=O)Nc1cccc(-c2cn3ccccc3n2)c1,5,-1.4,16*,15,-11,4,10,-27,0,-92
CCOc1ccc(NC(=O)c2c[nH]n3c(=O)cc(C4CCN(C(=O)OC(C)(C)C)CC4)nc23)cc1,0,-0.8,3,17,6,4,-7,1,33,-15
CCc1ccc2c(c1)CCCN2C(=O)c1ccccc1C(=O)O,-35,-0.2,-3,19,0,-49,5,-20,-2,-23
Cc1ccc(/C=N\NC(=O)COc2ccc(C)cc2[N+](=O)[O-])cc1,-2,-0.7,-1,26,3,-1,5,-1,8,-43
c1ccc(-c2csc3ncnc(-n4cnc5ccccc54)c23)cc1,-3,-0.1,3,-3,4,5,-1,9,-12,-21
Fc1ccc(Cn2nnnc2C(c2ccc(Cl)cc2)N2CCSCC2)cc1 (centres undefined),6,-0.9,2,18,-1,21,-2,-15,0,3
CC12C(=O)N(c3cccc4cccnc34)C(=O)C1C1C=CC2C1 (centres undefined),1,-0.1,-1,25,2,-1,0,-8,-3,-19
O=C(COc1cccnc1[N+](=O)[O-])c1ccc(Cl)s1,6,-0.1,7,33,6,-2,-17,-4,11,-38
CNC(=O)CSc1nnc(C2CC2)n1-c1ccccc1,-7,-0.3,-2,6,-1,-24,0,13,-3,8
CCn1c(=O)n(CC(=O)NCc2ccccc2OC)c(=O)c2ccccc21,-8,0.0,2,34,6,-8,2,-8,-4,3
[N-]=[N+]=NC[C@H](c1ccccc1)N1CCN(Cc2ccccc2)CCC1=O,1,2.4,-8,2,3,1,-5,-6,2,-27
CC(C)CC(CC(C)C)=NNC(=O)c1ccc(CSc2nncn2C)cc1,-4,-0.1,0,20,-4,3,-5,24,0,-19
O=C(CC(Nc1ccccc1)c1ccc(F)cc1)c1ccccc1 (centres undefined),4,2.2,-1,-1,0,29,-8,-75,-3,-12
O=C1CN(C(=O)CNCc2ccccc2Cl)c2ccccc2N1,7,0.1,4,26,3,1,2,-13,-2,-4
CCCCNc1c(NC(C)=O)c(=O)oc2ccccc12,7,-0.1,0,3,-3,5,12,11,-9,-15
COc1ccc2c(c1)c(C(C)=O)c(C)n2-c1ccc(C(C)=O)cc1,-20,-8.4,-4,22,-8,-28,-2,9,-8,-37
COc1ccccc1CNC(=O)CS(=O)Cc1nc(-c2ccc(OC)c(OC)c2)oc1C (centres undefined),0,-0.3,-7,7,5,-14,-7,14,-1,-34
O=C(c1cc(S(=O)(=O)N2CCOCC2)ccc1F)N(Cc1nnc(-c2ccccc2Cl)o1)C1CC1,0,-0.5,x,21,-3,-1,x,12,-8,x
O=C(N=c1ccn(-c2nc3ccccc3nc2NS(=O)(=O)c2ccccc2)cc1)c1cccs1,-4,0.0,-3,5,2,24,-10,0,0,4
CC(NC(=O)c1ccccc1Cl)c1ccc(-n2ccnc2)cc1 (centres undefined),-2,-0.2,-2,20,5,-9,4,-2,-2,-41
O=C(Oc1cccc(Oc2ccccc2)c1)N1CCOCC1,3,-0.1,-2,33,6,2,-1,1,-8,-9
Fc1ccc(NC(=S)NCCN2CCOCC2)c(F)c1F,6,0.4,1,7,-7,12,-2,-9,14,-6
CN1CCN(C(=O)c2cc(Cl)ccc2NC(=O)c2ccc(Cl)cc2Cl)CC1,-1,-0.1,0,5,-8,-1,0,1,13,-35
COc1cc(C(=O)NCc2cccc3ccccc23)cc(Cl)c1OC,10,0.3,4,0,-5,-7,0,16,17,-31
CSc1ccccc1NC(=O)c1cnc2sc(C)cn2c1=O,24,2.0,x,-14,22,44,x,-129,1,x
O=C(CSc1n[nH]c(=O)n1C1CC1)NCc1ccccc1,-8,0.0,5,-5,8,-6,1,-3,-7,-16

# Next structures.
smiles,HSF1 inhib,HIF activator,HSP90 inh,AI-2 QS mod,Platelet DG rel,HSF-1 act,IEC-6 cytotox,aSyn UTR inh,SKKanGAS inh,KLF5 inh
CC(=O)NCc1ccc(S(=O)(=O)NC(C(=O)O)C(C)C)cc1 (centres undefined),13,0.8,-4,16,-2,50,-6,-3,0,-9
COc1ccccc1-c1noc(CCC(=O)Nc2cccc(C(F)(F)F)c2)n1,11,0.1,2,7,7,16,-2,-18,-8,-6
CCn1c(SC(C)C(=O)OC)nnc1-c1c[nH]c2ccccc12 (centres undefined),3,-0.4,-5,54,-3,-5,7,-20,-2,-18
Cc1cc(C)n2nc(SCC(=O)N/N=C/c3ccc(F)cc3)nc2n1,-3,0.1,-5,-9,10,-14,-5,-9,-5,-34
CN(C)S(=O)(=O)Nc1ccccc1C(N)=O,-7,0.5,3,5,1,17,6,10,4,-31
COc1ccc(N(C(C)C(=O)NN=C2CCCCCCC2)S(C)(=O)=O)cc1 (centres undefined),6,-0.1,0,3,1,15,2,12,9,16
O=C(NCCC(=O)N1CCC2(CC1)NCCc1[nH]cnc12)c1cccc(Br)c1,-7,-0.1,-2,10,-13,2,-6,18,-2,-42
COc1cc2c(cc1O)CC[C@@H]1[C@@H]2CC[C@]2(C)[C@@H](O)CC[C@@H]12,2,0.5,-4,19,-3,-4,74*,75*,-10,57
O=C(CCC(=O)Nc1ccccc1)N/N=C/c1ccncc1,-7,-0.1,x,10,0,-4,x,6,2,x
O=C(O)CCC(=O)N1CCc2cc(S(=O)(=O)Nc3ccc4c(c3)OCCO4)ccc21,-8,-0.2,1,4,-2,-12,5,8,2,2

# Screening results: PubChem, several laboratories
